Assay outcomes from PubChem.
Rac1 GTP hydrolysis: MgcRacGAP GTPase-activating activity inhibitors, confirmation, biochemical, ADP Hunter fluorescence | MgcRacGAP-stimulated Rac1 GTP hydrolysis, ADP Hunter fluorescence; higher % means a stronger effect; GST-tagged Rac1 F28L mutant substrate | inhibition, % at 30 µM, or IC50 in µM where a hit was titrated | 340,000 compounds, 0.6% hits;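 active = first-screen hits whose inhibition reached a set limit at any dose in the follow-up dose series; inconclusive = inhibition above the set first-screen limit but never retested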;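 also: fluorescence reports GDP produced by GAP-driven GTP hydrolysis; strong numbers were not always called active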
Dengue-2 NS5 capping: Dengue-2 NS5 methyltransferase inhibitors, primary screen, biochemical, confirmation dose response (AID 588689); Dengue-2 NS5 methyltransferase capping enzyme assay, biochemical; higher % means a stronger effect; inhibition, % at 25 µM; hits with a dose series show IC50 in µM; 340,000 compounds, 0.3% hits; in the data active = a potency from the dose series; inconclusive = inhibition above about 29% without an active follow-up result
RSV CPE inhibition: inhibition of RSV-induced cytopathic effect – HEp-2 cells, primary 10 µM value included (AID 2391) | 310,000 compounds, 0.13% hits | HEp-2 cells, RSV-induced CPE inhibition; higher % means a stronger effect | one-dose CPE inhibition, % at 10 µM; IC50 in µM for titrated hits; in the data active = a potency from the dose series; inconclusive = CPE inhibition mostly from about 23% at the one dose, without a potency; inactive = the rest, 99 in 100 with CPE inhibition below about 21%; also: strong numbers were not always called active
* hit, by the source's call; ? = inconclusive. The list is partial; count on the stated rates, not on these rows.

SMILES | Rac1 GTP hydrolysis | Dengue-2 NS5 capping | RSV CPE inhibition
COc1cc(OC)cc(C(=O)NCC(=O)OCc2ccc(Cl)c(Cl)c2)c1 | 4.0% | -13.9% | 2.1%
Nc1cccc(O)c1 | 18.5% | -5.1% | 0.0%
O=C(c1ccc(Cl)nc1)N1CCN(S(=O)(=O)c2ccc3c(c2)OCCO3)CC1 | 3.3% | -0.8% | 2.6%
O=C(Nc1ccc2c(c1)OCCO2)c1cnc2ccccn2c1=O | 5.6% | 1.4% | 1.5%
O=C(CN1C(=O)c2ccccc2C1=O)OCc1nc2ccsc2c(=O)[nH]1 | 11.2% | 3.7% | 0.2%
CCCNC(=O)C(Cc1cccc(OC)c1)NC(=O)c1ccc(C#N)cc1 (stereo not given) | 12.4% | -0.8% | 3.9%
CCN1CCN(C(=O)c2ccc(S(=O)(=O)Nc3ccccc3)cc2)CC1 | -3.7% | -4.4% | -0.7%
CC(=O)N1CCN(C(=O)CNC(=O)c2cccs2)CC1 | 3.1% | -2.3% | 1.3%
O=C(NC(=S)N1CCOCC1)c1cn(-c2ccccc2)nc1-c1ccccc1 | 1.1% | -6.2% | -1.0%
COc1ccc(Cl)cc1NC(=O)CN(C)C(=O)C1CCN(C(=O)Nc2ccccc2)CC1 | 6.2% | -5.9% | 0.7%
CN(C)P(=O)(Nc1cccc2ccccc12)Nc1cccc2ccccc12 | 11.3% | 3.7% | 0.4%
CCOC(=O)c1ccccc1NC(=O)c1ccc(Cl)c(S(=O)(=O)N2CCOCC2)c1 | 2.3% | -1.1% | 5.7%
O=C(CN1CCN(S(=O)(=O)c2ccc(Cl)c(Cl)c2)CC1)N1CCCC1 | 5.6% | 2.2% | 1.8%
CC(C)(C)OC(=O)N[C@H](C(=O)OC(C)(C)C)c1ccc(Br)cc1 | 3.9% | -4.0% | 1.5%
Cc1cccc(OCCNC(=O)CCNS(=O)(=O)c2ccc3ccccc3c2)c1 | 4.8% | -2.2% | 2.0%
Cc1ccc(C(=O)Cn2c(=N)n(CCN3CCOCC3)c3ccccc32)cc1 | 7.7% | -6.0% | 1.2%
Cc1cc(C)c(C)c(S(=O)(=O)N2CCC(C(=O)N3CCCC3)CC2)c1C | 7.5% | -0.8% | 1.3%
O=C(CN1C(=O)NC2(CCCCC2)C1=O)Nc1cccc(S(=O)(=O)N2CCCC2)c1 | -1.0% | -2.9% | 1.3%
O=C(Nc1nc(-c2ccco2)c(-c2ccco2)s1)c1c(F)cccc1Cl | 30.8% | 24.3% | 6.8%
O=C(CCNC(=O)c1ccccc1Cl)Nc1cccc(S(=O)(=O)N2CCOCC2)c1 | 1.2% | 0.4% | -0.3%
O=C(CCC(=O)N1CCN(c2ccc(C(F)(F)F)cn2)CC1)c1cccs1 | -2.5% | -4.1% | -0.1%
COc1ccc([C@H]2CC(=O)C=C(c3cccc(NC(C)=O)c3)C2)cc1 | 6.9% | -9.9% | -0.2%
O=C([C@@H]1CCCN1C(=O)c1cccs1)N1CCN(S(=O)(=O)c2ccccc2F)CC1 | 9.6% | 4.4% | 3.0%
COc1ccc(Cl)cc1NC(=O)CN(C)C(=O)c1cc2c(F)cccc2s1 | -6.8% | -1.1% | 0.8%
COc1cc(C)ccc1OCC(=O)NC1CCCCCC1 | 1.4% | -5.1% | 1.4%
CCC1CCC2(CC1)NC(=O)N(CC(=O)Nc1cccc(S(=O)(=O)N(C)c3ccccc3)c1)C2=O (stereo not given) | -2.4% | -0.7% | 14.2%
CN1CCN(C(=O)c2cccc(NS(=O)(=O)c3ccc(Br)cc3)c2)CC1 | 4.6% | -7.3% | 1.4%
CN(C)S(=O)(=O)c1cc(NC(=O)C2=COCCO2)ccc1Cl | 2.6% | -13.9% | 0.6%
O=C1C=C(c2ccc(-c3ccccc3)c(F)c2)C[C@@H](c2ccc(Cl)cc2)C1 | 5.5% | -4.8% | -1.0%
COc1ccc(OC)c(NC(=O)COC(=O)CN2C(=O)NC3(CCCC3)C2=O)c1 | 0.3% | 7.1% | 1.1%
CCOc1ccc(NC(=O)[C@@H]2CCCN2C(=O)c2cccs2)cc1S(=O)(=O)N1CCCCC1 | 6.2% | -2.3% | 1.3%
COc1ccc(S(=O)(=O)N2CCOCC2)cc1NC(=O)CC1CC2CCC1C2 (stereo not given) | 4.0% | -9.6% | 0.6%
O=C(COc1cc(F)ccc1[N+](=O)[O-])Nc1ccc2c(c1)OCO2 | 0.6% | 1.9% | 1.0%
CCCCN1C(=O)C(=O)N(CC(=O)c2cc(C)n(-c3cc(C)on3)c2C)C1=O | 2.3% | 0.4% | 2.9%
O=C(N/N=C/c1ccccc1C(=O)O)c1cccc(S(=O)(=O)N2CCCCC2)c1 | 3.7% | -10.5% | 0.5%
C=C(C)c1ccccc1 | 0.3% | 2.9% | 1.2%
O=C(Nc1cc(Cl)ccc1N1CCCC1)C1=COCCO1 | 6.2% | -2.2% | 1.2%
C[C@@H](NC(=O)c1nc[nH]c1C(=O)NCc1ccccc1)c1ccccc1 | 12.3% | -8.2% | 2.1%
CN(CC(=O)Nc1ccc(Cl)c(C(F)(F)F)c1)C(=O)c1cccc2cccnc12 | 1.4% | 2.2% | 3.4%
O=C(NCC(c1ccco1)N1CCCC1)c1ccc(S(=O)(=O)Nc2ccc(F)cc2)cc1 (stereo not given) | 3.0% | -8.5% | -0.4%
CCOC(=O)C1=CC[C@H]2c3c(c4ccc(OC)cc4n3C)C(=O)C1N2S(=O)(=O)c1ccc(C)cc1 | 2.5% | 0.0% | 1.1%
CCOc1ccc(CCNC(=O)CN2C(=O)NC3(CCCCCC3)C2=O)cc1OCC | 9.9% | -4.6% | -0.5%
O=C(COC(=O)c1ccc(O)cc1O)Nc1ccc2c(c1)OCCO2 | 2.2% | -10.8% | 2.1%
COc1ccc(S(=O)(=O)N2CCCCC2)cc1NC(=O)CN(Cc1ccco1)Cc1ccco1 | 2.5% | -7.4% | 4.4%
Cc1ccc(OCCCC(=O)Nc2ccc3c(c2)OCCO3)cc1 | 0.6% | -2.9% | 3.7%
CC(C)(C)N(Cc1ccccc1)C(=O)COC(=O)c1ccc([N+](=O)[O-])o1 | 10.6% | -6.7% | 1.4%
CCc1cc(C(=O)N(C)CC(=O)Nc2c(Cl)cccc2Cl)sc1C | 4.1% | -5.9% | 1.3%
Cc1ccc(S(=O)(=O)N2CCOCC2)cc1NC(=O)CSCc1c(C)noc1C | -0.5% | -2.2% | -0.3%
O=C(COc1ccc2ccc(=O)oc2c1)NC1CCCCC1 | -0.8% | -10.3% | 0.7%
Cc1ccc(C(=O)COC(=O)CSc2cccc3cccnc23)c(C)c1 | 13.3% | 0.0% | 2.4%
Cc1ccc(OCC(=O)Nc2oc(-c3ccccc3)c(-c3ccccc3)c2C#N)cc1 | 8.4% | 3.2% | ?
Cc1ccc(OCC(=O)N2CCC(Cc3ccccc3)CC2)c([N+](=O)[O-])n1 | -1.1% | 3.8% | -0.1%
CC(C)C(NC(=O)c1ccc(F)cc1)C(=O)N1CCN(C(=O)c2ccco2)CC1 (stereo not given) | 1.6% | -2.3% | 1.2%
O=C(c1cn(-c2ccccc2)nc1-c1cccnc1)N1CCN(S(=O)(=O)c2cccc(F)c2)CC1 | 1.9% | 6.2% | -0.6%
CC(OC(=O)c1cc(S(=O)(=O)N2CCOCC2)ccc1F)C(=O)NC1CCCC1 (stereo not given) | 3.5% | 0.7% | 1.0%
Cc1ccc(NC(=O)Cc2nc(CN(C)CC(=O)Nc3ccc(C)cc3)cs2)cc1 | 4.6% | -6.2% | 4.8%
CCOC(=O)C1CCN(C(=O)COC(=O)c2oc3ccc(OC)cc3c2C)CC1 | 5.6% | -4.5% | 0.7%
CCOc1ccc(CN(C)C(=O)CNC(=O)c2sc3ccccc3c2Cl)cc1 | 1.0% | -6.6% | 1.1%
Cc1ccc(N2C(=O)C3C4CCC(O4)C3C2=O)c(OC(F)F)c1 (stereo not given) | 4.1% | -1.5% | 0.3%
Cc1ccc(S(=O)(=O)CCC(=O)OC(C)C(=O)Nc2ccc(N3CCOCC3)cc2)cc1 (stereo not given) | 5.3% | -3.8% | 0.1%

An excerpt from further up:
SMILES | Rac1 GTP hydrolysis | Dengue-2 NS5 capping | RSV CPE inhibition
COc1cc(OC)cc(C(=O)NCC(=O)OCc2ccc(Cl)c(Cl)c2)c1 | 4.0% | -13.9% | 2.1%
Nc1cccc(O)c1 | 18.5% | -5.1% | 0.0%
O=C(c1ccc(Cl)nc1)N1CCN(S(=O)(=O)c2ccc3c(c2)OCCO3)CC1 | 3.3% | -0.8% | 2.6%
O=C(Nc1ccc2c(c1)OCCO2)c1cnc2ccccn2c1=O | 5.6% | 1.4% | 1.5%
O=C(CN1C(=O)c2ccccc2C1=O)OCc1nc2ccsc2c(=O)[nH]1 | 11.2% | 3.7% | 0.2%
CCCNC(=O)C(Cc1cccc(OC)c1)NC(=O)c1ccc(C#N)cc1 (stereo not given) | 12.4% | -0.8% | 3.9%
CCN1CCN(C(=O)c2ccc(S(=O)(=O)Nc3ccccc3)cc2)CC1 | -3.7% | -4.4% | -0.7%
CC(=O)N1CCN(C(=O)CNC(=O)c2cccs2)CC1 | 3.1% | -2.3% | 1.3%
O=C(NC(=S)N1CCOCC1)c1cn(-c2ccccc2)nc1-c1ccccc1 | 1.1% | -6.2% | -1.0%
COc1ccc(Cl)cc1NC(=O)CN(C)C(=O)C1CCN(C(=O)Nc2ccccc2)CC1 | 6.2% | -5.9% | 0.7%
CN(C)P(=O)(Nc1cccc2ccccc12)Nc1cccc2ccccc12 | 11.3% | 3.7% | 0.4%
CCOC(=O)c1ccccc1NC(=O)c1ccc(Cl)c(S(=O)(=O)N2CCOCC2)c1 | 2.3% | -1.1% | 5.7%
O=C(CN1CCN(S(=O)(=O)c2ccc(Cl)c(Cl)c2)CC1)N1CCCC1 | 5.6% | 2.2% | 1.8%
CC(C)(C)OC(=O)N[C@H](C(=O)OC(C)(C)C)c1ccc(Br)cc1 | 3.9% | -4.0% | 1.5%
Cc1cccc(OCCNC(=O)CCNS(=O)(=O)c2ccc3ccccc3c2)c1 | 4.8% | -2.2% | 2.0%
Cc1ccc(C(=O)Cn2c(=N)n(CCN3CCOCC3)c3ccccc32)cc1 | 7.7% | -6.0% | 1.2%

The listing continues.
SMILES | Rac1 GTP hydrolysis | Dengue-2 NS5 capping | RSV CPE inhibition
COc1ccc(N2CCN(CCS(=O)(=O)c3cc(Cl)ccc3Cl)CC2)cc1 | 31.1% | -3.0% | 3.0%
O=C(Nc1cccc(S(=O)(=O)N2CCCCC2)c1)C1=NN(c2ccccc2)C(=O)CC1 | 9.3% | 4.5% | 12.3%
CCCCNC(=O)COC(=O)C1CCN(S(=O)(=O)c2ccc3c(c2)OCCO3)CC1 | 5.6% | -5.3% | 0.6%
Cc1nnc(SCC(=O)NCC2COc3ccccc3O2)s1 (stereo not given) | 5.0% | -5.9% | 1.7%
Cc1ccc(C(=O)NCN2CCN(c3ccc(F)cc3)CC2)cc1 | 6.0% | 0.4% | 0.6%
O=C(CN1CCOc2ccccc21)N1CCC(Cc2ccccc2)CC1 | 13.0% | -3.6% | 1.3%
O=C1C=CCCC1 | 6.1% | -2.9% | 1.7%
O=C(COC(=O)c1ccc(F)cc1F)Nc1ccc(Cl)cn1 | 4.9% | 2.9% | 0.7%
Fc1ccccc1-c1cc2ncccc2cn1 | -1.1% | -0.8% | 1.7%
O=C(CCCN1C(=O)NC2(CCCC2)C1=O)NCc1ccccc1 | 2.2% | -3.7% | 1.6%
O=C(OCC(=O)N1CCCC1)c1cc2c(cc1[N+](=O)[O-])OCCO2 | 0.7% | 2.2% | 0.5%
COc1ccccc1-c1oc2ccccc2c1C#CCCCCO | 7.4% | 0.0% | -0.4%
Cc1ccc(C)c(OCC(=O)NNC(=O)C2CCC2)c1 | -0.8% | -3.0% | 0.2%
COc1ccccc1C(=O)Nc1ccc(OCC(=O)N2CC(C)CC(C)C2)cc1 (stereo not given) | 3.2% | 8.5% | 0.2%
CC(OC(=O)C1CCCCC1)C(=O)Nc1cccc([N+](=O)[O-])c1 (stereo not given) | -0.4% | 4.6% | 1.7%
COc1cccc(NC(=O)C2CC(=O)N(Cc3ccco3)C2)c1 (stereo not given) | -3.3% | -7.3% | 0.7%
CCCCN1C(=O)C(=O)N(CC(=O)c2ccc3c(c2)CCCC3)C1=O | 0.9% | -3.0% | 0.8%
CCc1nnc(NC(=O)c2cc(S(=O)(=O)N3CCCCC3)ccc2C)s1 | 6.4% | -3.1% | 4.4%
CC(=O)NC(c1cccs1)c1cc(Cl)c2ccccc2c1O (stereo not given) | 9.6% | 0.0% | 1.8%
CC1(C)Cc2cccc(OCC(=O)NCc3ccccc3F)c2O1 | 3.4% | 4.8% | 0.3%
